High-throughput results (PubChem)
ASAP1 inh: inhibitors of human ASAP1 ArfGAP activity, primary screen, biochemical, fluorescence polarization | Arf-GAP with SH3 domain, ANK repeat and PH domain-containing protein 1 (Homo sapiens), … | ASAP1-stimulated ARF1 GTP hydrolysis, GDP FP detection | inhibition, % at 16.5 µM | 360,000 tested, 0.19% active | AID 624377, 2012; in the data active = inhibition above about 25%;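 note: 0% = vehicle with enzyme and substrate and 100% = no enzyme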
Target sequence (Q9ULH1 325-724 limits assumed): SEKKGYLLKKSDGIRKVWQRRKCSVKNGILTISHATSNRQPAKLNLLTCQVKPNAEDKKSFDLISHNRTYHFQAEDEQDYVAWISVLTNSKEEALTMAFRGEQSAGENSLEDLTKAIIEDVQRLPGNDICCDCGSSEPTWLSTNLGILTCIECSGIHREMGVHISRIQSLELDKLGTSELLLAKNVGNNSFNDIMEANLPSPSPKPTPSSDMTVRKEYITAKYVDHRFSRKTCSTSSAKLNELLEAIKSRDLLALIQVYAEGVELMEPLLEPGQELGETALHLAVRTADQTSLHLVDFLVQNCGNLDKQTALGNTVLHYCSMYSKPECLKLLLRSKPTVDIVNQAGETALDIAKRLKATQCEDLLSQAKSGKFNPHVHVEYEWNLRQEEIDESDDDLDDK
ABHD4 inh: ABHD4 inhibitors, primary screen, biochemical, fluorescence polarization, mouse | purified mABHD4, FP-Rh probe fluorescence polarization | inhibition, % at 8.92 µM | 370,000 tested, 0.54% active | AID 720543, 2013;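 active = inhibition exceeding the mean over every tested compound plus 3 SD, cut at about 30% in these data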;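 note: 0% = plate median of compound wells and 100% = S159A mutant with DMSO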
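system = mouse ABHD4 enzyme, wild type | medium = HEPES pH 7.0, NaCl, Pluronic buffer | also added = FP-Rh probe | incubation = Enzyme–compound pre-incubation 45 min, then probe 60 min, both 25 °C | technique = fluorescence polarization, excitation 525 nm, emission 598 nm, BODIPY TMR filters | controls = S159A mutant high control, sample median low control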
rCAG RNA binder: binders of r(CAG) RNA repeats, primary screen, biochemical, fluorescence; r(CAG) RNA repeat, TO-PRO-1 dye displacement fluorescence; inhibition, % at 3 µM; 370,000 tested, 1.3% active;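 active = inhibition above the plate cutoff, the mean of all test compounds on that plate plus 3 SD, cut at about 35% in these data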;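 note: 0% = DMSO alone and 100% = 100 µM mitoxantrone as full dye displacement; higher means more dye released from RNA so lower well fluorescence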
PG9 binder: binders of HIV-1 gp120 antibody PG9, primary screen, biochemical, TR-FRET | TR-FRET gp120-PG9 antibody binding | inhibition, % at 6.7 µM | 360,000 tested, 0.43% active; in the data active = inhibition above about 8.5%
NPR2 activator: human GC-B receptor activators, primary screen, HEK293 GC-B cells, cGMP TR-FRET, EC30 CNP; 0% at EC30 CNP, 100% saturating CNP; Atrial natriuretic peptide receptor 2 (Homo sapiens), P20594; activation, % at 10 µM; 370,000 tested, 0.11% active;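 active = activation at 10 µM reaching about 35% in either raw or pattern-adjusted values, limit read from the data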
ARFGAP1 inhibitor: inhibitors of rat ARFGAP1 GAP activity, primary screen, biochemical, fluorescence polarization, GDP tracer; ADP-ribosylation factor GTPase-activating protein 1 (Rattus norvegicus), Q62848; Arfgap1-stimulated ARF1 GTP hydrolysis, GDP FP detection; inhibition, % at 16.5 µM; 360,000 tested, 0.26% active; AID 651572, 2012;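 active = inhibition above a per-plate limit, mean inhibition of low control wells plus 3 SD, cut at about 25% in these data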;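 note: 0% = DMSO wells with enzyme and 100% = wells lacking Arfgap1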
Target sequence (Q62848 1-136 limits assumed): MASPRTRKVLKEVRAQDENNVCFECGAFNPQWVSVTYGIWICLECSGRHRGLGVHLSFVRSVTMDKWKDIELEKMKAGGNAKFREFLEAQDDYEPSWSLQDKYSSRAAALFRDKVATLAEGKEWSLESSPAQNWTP
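System: truncated rat Arfgap1 GAP domain / Medium: HEPES-based buffer, pH 7.5 / Also added: N-terminally truncated human ARF1-GTP substrate / Incubation: enzyme reaction 120 min at 25 °C after 20 min preincubation / Measured by: FP of antibody-bound GDP Alexa 633 tracer, ex 620/em 688 nm / Replicates: singlicate, each compound tested once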
GC-A act: GC-A stimulated cGMP production enhancers – HEK293 GC-A cells, cGMP TR-FRET, EC30 ANP, primary screen | Atrial natriuretic peptide receptor 1 (Homo sapiens), P16066 | 0% at EC30 ANP, 100% saturating ANP | activation, % at 10 µM | 370,000 tested, 0.14% active | AID 1671463, 2021; in the data active = activation above about 40%
Rev-erbA mod: modulators of Rev-erb alpha DNA binding, primary screen, biochemical, FITC-DNA, fluorescence polarization, uHTS | Rev-erbα–FITC-DNA binding, 90 min | activity, % at 10 µM | 370,000 tested, 0.79% active | AID 1259318, 2017;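 active = activity above about 14%, limit read from the data; passing the limit was not always enough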;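 note: 0% = DMSO wells with 35 nM protein and 100% = DMSO wells with 750 nM protein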
HTRA1 inhibitor: HTRA1 serine protease inhibitors, primary screen, biochemical, fluorescence polarization, HTS. Q92743. recombinant HTRA1, FP-rhodamine activity-based probe. inhibition, % at 5.96 µM. 340,000 tested, 0.5% active. AID 504803, 2011; in the data active = inhibition above about 36%;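 note: 0% = enzyme with DMSO and 100% = wells lacking enzyme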
Target sequence (Q92743 whole entry, looked up): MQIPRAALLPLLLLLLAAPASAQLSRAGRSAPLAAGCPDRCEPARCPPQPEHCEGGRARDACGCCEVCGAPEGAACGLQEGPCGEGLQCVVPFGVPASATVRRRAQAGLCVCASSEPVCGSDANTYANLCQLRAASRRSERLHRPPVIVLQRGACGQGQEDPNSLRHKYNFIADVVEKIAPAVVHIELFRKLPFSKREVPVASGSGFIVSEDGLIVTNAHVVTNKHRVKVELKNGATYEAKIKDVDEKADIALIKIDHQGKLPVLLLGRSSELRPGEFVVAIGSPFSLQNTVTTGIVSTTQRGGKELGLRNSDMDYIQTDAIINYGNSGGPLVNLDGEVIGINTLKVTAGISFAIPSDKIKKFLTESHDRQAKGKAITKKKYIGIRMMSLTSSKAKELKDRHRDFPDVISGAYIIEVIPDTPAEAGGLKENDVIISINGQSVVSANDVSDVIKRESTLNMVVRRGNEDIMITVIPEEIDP
SMARCA2 activ: SMARCA2 (BRM) function activators, primary screen, cell-based, luminescence, high throughput; MG213 cells, MMTV-luciferase reporter, dexamethasone, overnight; activation, % at 9.1 µM; 370,000 tested, 1% active; in the data active = activation above about 7.8%;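 note: 0% = vehicle wells and 100% = reference activator wells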
Numbers without * were called inactive; x = no result given. Hits appear at their usual frequency. About 4.4% of those tested had a hit in this group.

SMILES,ASAP1 inh,ABHD4 inh,rCAG RNA binder,PG9 binder,NPR2 activator,ARFGAP1 inhibitor,GC-A act,Rev-erbA mod,HTRA1 inhibitor,SMARCA2 activ
Cc1cn(C2CCCCC2)c(=O)[nH]c1=O,-5,1,1,-0.1,0,3,2,3,9,-4
CCCCOc1ccc(C(=O)N(CC)CC(=O)NCc2cccs2)cc1,4,5,-10,1.7,-4,-7,1,2,-6,-1
CCOCCCNC(=S)NNC(=O)CCn1nc(C)c(Br)c1C,x,x,x,x,2,x,0,-2,5,x
COc1ccc(C(=O)N2CCN(C(=O)CC(C)C)CC2)cc1OC,-1,4,-1,-0.5,5,-2,1,-4,5,0
Cc1ccccc1NCC(=O)N/N=C/c1c(C)c(C(=O)c2ccc(Cl)cc2)n2ccccc12,-5,2,2,-1.7,2,3,3,0,6,1
Cc1cccc(N2CCN(C(=O)CNC(=O)c3cccc([N+](=O)[O-])c3)CC2)c1C,-7,7,-1,-0.9,4,-9,-1,0,1,-5
O=C(CN1CCCCC1)Nc1ccc(N2CCCCCC2)cc1,5,15,-4,-7.2,x,-1,x,x,6,-2
COc1ccc(Cl)cc1N(CC(=O)NC1CC1)S(=O)(=O)c1ccc(C)c([N+](=O)[O-])c1,-5,2,-3,0.8,-7,-2,-24,1,-6,0
CCCNC(=O)NC(=O)COc1ccc2oc3ccccc3c2c1,12,-3,4,5.0,-5,0,2,-7,-4,-3
Cc1noc(C)c1S(=O)(=O)N(C)C[C@@H]1OCc2cnnn2CCCC(=O)N([C@@H](C)CO)C[C@H]1C,-4,-2,4,0.0,0,7,4,4,4,-1
COc1cccc(C(=O)NCCS(=O)(=O)NC(C)CCc2ccccc2)c1 (stereo unspecified),7,-3,-6,0.2,-5,-3,0,1,-15,-1
Cc1cccc(S(=O)(=O)c2c(N)n(-c3ccccc3)c3nc4ccccc4nc23)c1,6,7,2,-1.8,-11,-13,-18,6,-11,0
Cc1cc(C(=O)NC2CCCC2)c2ccccc2n1,1,0,-2,0.4,5,2,4,6,-1,1
Cc1ccc(Cl)cc1N1CCN(CC(=O)NC2CCCc3ccccc32)CC1 (stereo unspecified),4,-9,-3,-2.6,0,3,-1,7,-34,-2
Nc1nc2ccccc2n1/N=C/c1ccc([N+](=O)[O-])s1,-3,-2,3,-2.8,-9,0,-8,11,2,-6
Cc1ccc(S(=O)(=O)N2CCCC2C(=O)OCc2nc3sc(C)c(C)c3c(=O)[nH]2)cc1 (stereo unspecified),-9,-1,9,0.0,-1,12,2,-1,-17,-1
CC(=NNC(=O)CCC(=O)Nc1ccccc1Cl)c1ccco1,-4,3,0,0.8,-4,12,-1,6,-1,2
Cc1cccc2c1NC(=O)C21OCC(CO)([N+](=O)[O-])CO1 (stereo unspecified),-2,2,19,0.0,-6,16,3,2,-3,-1
CCOc1ccc(N2CSC(=S)N(c3ccc(OCC)cc3)C2)cc1,-4,7,-6,-1.7,9,8,-3,4,5,-2
Oc1ccccc1C1OCC2(CO1)COC(c1ccccc1O)OC2 (stereo unspecified),-3,-5,-1,-1.7,-1,0,3,3,5,0
CC1(C)SC2C(C(=O)O)N=C(Cc3ccccc3)N2C1C(=O)O (stereo unspecified),3,8,6,0.4,1,3,3,3,3,-2
Cc1ccccc1C(OCC(O)CN1CCN(CCO)CC1)c1ccccc1 (stereo unspecified),-8,11,-1,0.1,0,1,1,-6,3,-1
COc1ccc(CCN2C(=O)COc3ccccc3C2C(=O)Nc2c(C)cccc2C)cc1OC (stereo unspecified),3,0,1,-1.6,2,-2,1,-6,x,0
Cc1ccc2oc(-c3ccco3)cc(=O)c2c1,6,1,1,-1.9,-4,-6,-4,0,-4,2
CC[C@@]1(C(=O)OC)N[C@H](CN(C)C(=O)Nc2ccc(C(F)(F)F)cc2)[C@@H]2C(=O)N(C)C(=O)[C@@H]21,6,3,0,-1.3,2,0,-4,-2,6,-2
S=c1[nH]nc(-c2cccnc2)n1/N=C/C(Cl)=C\c1ccccc1,2,-13,13,0.6,-5,3,2,-2,5,1
COc1cccc(/C=N/NC(=O)C(=O)NCc2cccnc2)c1OC,-10,6,-5,0.3,2,8,3,-2,12,-4
CCN(c1ccccc1)S(=O)(=O)c1ccc(Cl)c(NC(=O)CSc2nnc(C)s2)c1,-4,-4,7,-1.5,0,-7,4,-1,-9,-3
NC(=S)NN=C1CCCCCCCC1,-8,-5,0,-0.3,0,-1,4,3,6,-3
COc1ccc(CN2CCC[C@]3(N[C@H](c4ccccc4)[C@@H]4C(=O)N(Cc5ccccc5)C(=O)[C@@H]43)C2=O)cc1,-2,2,3,0.5,1,-8,1,-5,-30,-1
CCOC(=O)C1CCN(C(=O)c2ccc(OCC(=O)Nc3ccc(OCC)cc3)c(OC)c2)CC1,-1,5,-9,-0.5,3,-8,3,-3,-4,-2
CCOC(=O)N1CCC(NC(=O)C2=C(C)C(=O)OC23CCC(C)CC3)CC1 (stereo unspecified),-13,1,-2,-0.9,1,-9,4,2,3,1
Cc1cccc(OCC(=O)NCC(=O)N/N=C/c2cc(Br)ccc2OCc2ccccc2)c1,-10,-4,1,0.2,2,4,-1,9,-11,-5
Cc1cc(C)c(S(C)(=O)=O)c(=O)[nH]1,-4,-4,-2,-2.7,3,3,-5,3,1,-6
CCOc1ccccc1CNCCOC,5,-3,-2,-2.5,-1,0,2,-3,5,0
FC(F)C(F)(F)C1=CC(c2cccs2)=NCCN1,-13,8,2,-3.2,6,5,2,-5,2,2
O=C(CSc1ncccn1)NC1CCCC1,5,-10,2,-0.4,-2,9,5,1,-1,-1
CCOc1ccc(S(=O)(=O)NCc2ccncc2)cc1NC(=O)c1ccccc1,-13,6,4,0.4,-2,2,-1,-1,-12,-4
CCOC(=O)c1cnc(-n2nc(C)cc2C)nc1N1CC(C)OC(C)C1 (stereo unspecified),8,1,-9,0.7,-4,5,4,6,-4,-4
CCCCCc1c(O)nc(SCC(=O)NCC2CCCO2)[nH]c1=O (stereo unspecified),-11,5,-3,1.9,-3,-4,-1,0,-4,0
CS(=O)(=O)N(CC(=O)NCCc1ccccc1)c1cccc([N+](=O)[O-])c1,0,-5,2,1.2,3,1,-1,2,-3,-1
Cc1cccc(C)c1OCC(=O)NCc1nnc(SCC(=O)NC2CCCCC2C)n1C (stereo unspecified),-6,4,-4,0.0,1,1,6,4,-6,0
Nc1sc(-c2ccccc2)c(Cc2ccccc2)c1C(=O)O,2,-2,6,-1.6,4,7,0,1,-9,-3
O=C(COc1ccc2ccccc2c1Br)N1CCOCC1,17,7,-6,0.1,0,18,3,4,-1,0
CCOC(=O)c1c(-c2ccc(OC)cc2)csc1/N=C/N(C)C,1,5,2,-1.4,0,-7,0,-3,-5,0
CCCCc1nnc(SCC(=O)Nc2nccs2)n1CC,8,0,-4,0.1,10,13,-2,5,2,-3
CC1CC(=O)Nc2ccccc2N1C(=O)CSc1ncnc2sccc12 (stereo unspecified),11,-8,4,-2.7,-2,11,-2,6,2,-4
Cc1ccc(S(=O)(=O)Nc2ccc(S(=O)(=O)NC(C)(C)C)cc2)cc1,6,-5,8,-0.8,2,-12,-1,4,1,-2
O=C(Cn1cnc2c(nnn2Cc2ccccc2F)c1=O)OCc1ccccc1,10,1,-1,-2.6,15,6,19,-8,-5,3
CC(=O)Nc1ccc2c(c1)nc1n2CCN(C2CCCCC2)C1,5,1,0,-0.5,1,8,3,-6,2,3
O=S(=O)(c1ccc(SCCOc2cccc(Br)c2)nc1)N1CCCC1,11,-13,5,-1.3,0,6,2,8,-21,-5
O=C(NCc1ccc(Cl)cc1)c1ccc(-c2ccccc2C(F)(F)F)o1,7,-42,2,0.4,0,17,-1,5,-57,0
O=C(N/N=C/c1ccco1)c1cc(-c2ccc(Br)s2)[nH]n1,5,-23,10,-1.9,1,-4,21,-5,-33,-1
Cc1ccc(C)c(NC(=O)CN(C)C(=O)c2ccc3[nH]c4c(c3c2)CC(C)CC4)c1 (stereo unspecified),10,12,1,-0.2,-5,4,-3,1,-11,-3
CSc1ccc(C(=O)N2CCC(CCC(=O)NCc3ccc(F)cc3)CC2)cc1,-20,-1,-7,0.1,7,-11,-2,0,4,-2
CN(C)/C=C/c1onc(-c2c(Cl)cccc2Cl)c1C#N,13,-4,11,-1.0,2,1,6,-4,-26,-1
FC(F)(F)c1nc2cc3nc4ccccc4[nH]c3cc2n1,5,20,10,-28,-11,-3,-10,1,12,-1
C[C@@]12C(=O)Nc3cc(Cl)ccc3C(=O)N1[C@H]1c3cc(Cl)ccc3OC[C@@H]1[C@@H]2c1ccccc1,2,-22,12,-0.8,6,3,0,-2,-54,4
O=C(NC1CCCCC1)N(c1ccccc1)c1nnc(-c2cccc([N+](=O)[O-])c2)s1,5,-3,3,2.2,9,11,-2,-6,-41,3
CCOc1cccc(C(=O)NC(=S)Nc2cccc(NC(=O)c3ccccc3Cl)c2)c1,0,-10,10,-0.5,8,-1,-2,3,-22,-3

Next results
SMILES,ASAP1 inh,ABHD4 inh,rCAG RNA binder,PG9 binder,NPR2 activator,ARFGAP1 inhibitor,GC-A act,Rev-erbA mod,HTRA1 inhibitor,SMARCA2 activ
Cc1ccc2nc(N3C(=O)CNC3=S)sc2c1,-11,-12,0,-3.4,3,9,4,5,x,15*
CC(=O)Nc1ccc(Nc2ccc([N+](=O)[O-])cn2)cc1,14,7,5,-1.9,1,-2,-2,7,2,-1
COc1cc(/C=N/OCC(=O)Nc2ccc(OC(F)F)cc2)ccc1OCc1ccccc1,-5,-31,8,0.8,1,7,-2,-1,-44,0
CC(=O)Nc1ccc(C(=O)NCCN2CCOCC2)cc1,9,0,1,-0.9,3,4,4,6,1,-2

A draw from above in order of formula weight, lowest first.
SMILES,ASAP1 inh,ABHD4 inh,rCAG RNA binder,PG9 binder,NPR2 activator,ARFGAP1 inhibitor,GC-A act,Rev-erbA mod,HTRA1 inhibitor,SMARCA2 activ
Cc1ccc2nc(N3C(=O)CNC3=S)sc2c1,-11,-12,0,-3.4,3,9,4,5,x,15*
CC(=O)Nc1ccc(Nc2ccc([N+](=O)[O-])cn2)cc1,14,7,5,-1.9,1,-2,-2,7,2,-1
O=C(NC1CCCCC1)N(c1ccccc1)c1nnc(-c2cccc([N+](=O)[O-])c2)s1,5,-3,3,2.2,9,11,-2,-6,-41,3
